# Compound activity deposited in PubChem BioAssay by NMMLSC.
# QS inhibitor: inhibitors of bacterial quorum sensing in S. aureus; S. aureus RN6390 RNAIII-GFP reporter, AIP-induced, flow cytometry 3 h; inhibition, % at 2 µM; hit rate 0.3% among 24,000; AID 527;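 active = share of bacteria positive for the green fluorescent reporter and its mean brightness both inhibited by 50% or more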;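 also: 0% = AIP-stimulated control and 100% = unstimulated bacteria without AIP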
# QS inhibitor GFP MFI %: recorded beside QS inhibitor, whose call it bears; inhibition, %; measured here: inhibition of GFP MFI
# The depositor's hits bear a star; & = joins results of further samples. Some of the compounds tested (hit frequency here may not be typical).
# Values run as follows: QS inhibitor	QS inhibitor GFP MFI %
CC(=O)c1c(Nc2ccc3c(c2)OCCO3)oc(C)cc1=O
  -4	-29
C=CCSc1nnc(-c2cccnc2)o1
  0	-11
O=C1CC(c2cccs2)CC2=C1C(c1ccccc1)n1ncnc1N2 (stereo unspecified)
  -1	-3
COc1ccc(-c2cc(C(=O)NCc3ccc(Cl)cc3)no2)cc1OC
  3	11
CC1=C(C(=O)OC2CCCCC2)C(c2ccc(C)o2)C2=C(CC(C)(C)CC2=O)N1 (stereo unspecified)
  0	-4
O=C(Nc1ccc2c(c1)OCCO2)C1CCN(C(=O)c2ccc(F)cc2)CC1
  0	11
O=c1c2oc3ccccc3c2ncn1Cc1ccccc1Cl
  -1	-15
CCCNC(=O)c1ccccc1C(=O)NCCC
  -1	5
O=C1NC(c2ccccc2)(C(F)(F)F)SC2=CCCCCN12 (stereo unspecified)
  0	7
Cc1ccc(OCC(=O)NCCN2CCCC2)cc1
  -1	0

# An excerpt from above in order of SMILES length, ascending:
# Values run as follows: QS inhibitor	QS inhibitor GFP MFI %
O=c1c2oc3ccccc3c2ncn1Cc1ccccc1Cl
  -1	-15
O=C1NC(c2ccccc2)(C(F)(F)F)SC2=CCCCCN12 (stereo unspecified)
  0	7
CC1=C(C(=O)OC2CCCCC2)C(c2ccc(C)o2)C2=C(CC(C)(C)CC2=O)N1 (stereo unspecified)
  0	-4

# The listing picks up, starting 5 compounds before the break.
# Values run as follows: QS inhibitor	QS inhibitor GFP MFI %
O=C(Nc1ccc2c(c1)OCCO2)C1CCN(C(=O)c2ccc(F)cc2)CC1
  0	11
O=c1c2oc3ccccc3c2ncn1Cc1ccccc1Cl
  -1	-15
CCCNC(=O)c1ccccc1C(=O)NCCC
  -1	5
O=C1NC(c2ccccc2)(C(F)(F)F)SC2=CCCCCN12 (stereo unspecified)
  0	7
Cc1ccc(OCC(=O)NCCN2CCCC2)cc1
  -1	0
Cc1cc(C)cc(Nc2cc(C)nc3nc(C)nn23)c1
  5	23
Fc1ccc(NCc2nnc(SCc3nnc(-c4ccccc4)o3)n2CC2CCCO2)cc1 (stereo unspecified)
  -1	2
CCN(CC)c1ccc2c(c1)CCCN2
  0	4
CCn1ncc(C2=NOC(C(=O)N3CCC(C(N)=O)CC3)C2)c1C (stereo unspecified)
  -6	-14
COc1cc(OC)c(C2Oc3nc(SC)nnc3-c3ccccc3N2C(C)=O)cc1OC (stereo unspecified)
  2	2
Cc1ccc(C(=O)OCC(=O)Nc2ccc3c(c2)OCO3)o1
  -3	-17
COc1cc2nc(SCC(=O)NCCc3ccccc3)n(Cc3ccco3)c(=O)c2cc1OC
  -3	-6
Cc1cc(C(F)F)n2ncc(C(=O)NCc3ccccc3C(F)(F)F)c2n1
  8	52
NC(=O)c1cc(-c2ccccc2)nc(N2CCOCC2)n1
  0	-7
CCOC(=O)C1=C(C)Nc2nc(SCC)[nH]c(=O)c2C1c1ccncc1 (stereo unspecified)
  -1	-7

# Continued, starting with the last 4 of the part before.
# Values run as follows: QS inhibitor	QS inhibitor GFP MFI %
COc1cc2nc(SCC(=O)NCCc3ccccc3)n(Cc3ccco3)c(=O)c2cc1OC
  -3	-6
Cc1cc(C(F)F)n2ncc(C(=O)NCc3ccccc3C(F)(F)F)c2n1
  8	52
NC(=O)c1cc(-c2ccccc2)nc(N2CCOCC2)n1
  0	-7
CCOC(=O)C1=C(C)Nc2nc(SCC)[nH]c(=O)c2C1c1ccncc1 (stereo unspecified)
  -1	-7
CCOC(=O)c1oc2ccccc2c1NC(=O)c1ccc2c(c1)OCO2
  -5	-2
COCCN(CCOC)c1ncnc2c1cnn2-c1ccccc1
  1	-23
Cc1ccc(CNC(=O)CCS(=O)(=O)c2cccc3nsnc23)cc1
  -1	0
CCN(C(=O)CSc1nc2cc(C(=O)OC)ccc2c(=O)n1Cc1ccco1)c1cccc(C)c1
  5	14
O=C(NCC(c1cccnc1)N1CCN(c2ccccc2)CC1)c1ccco1 (stereo unspecified)
  0&-6	10&-39
O=C(O)CCCNS(=O)(=O)c1ccc(NCc2ccccc2)c(C(=O)O)c1
  0	2
Cc1cccc(-c2nc(CSCC(=O)NCCCN3CCOCC3)c(C)o2)c1
  -12	-28
CC1Cc2nc(SCC(=O)Nc3ccc(F)cc3)n(C)c(=O)c2S1 (stereo unspecified)
  4	9
COc1ccccc1CNC(=O)CCCN1C(=O)COc2ccc(C)cc21
  -4	-22
Cc1ccccc1-n1c(Cn2c(=O)sc3ccccc32)nnc1SCC(N)=O
  -2	3
CCOC(=O)c1cccc2c1-c1ccccc1/C2=N/O
  -2	-6
O=C(Nc1ccc2oc(-c3ccncc3)nc2c1)c1cccs1
  0	5
O=C(CN1CCN(CC(=O)Nc2ccc3c(c2)OCO3)CC1)Nc1ccc(F)cc1
  -2	-4
O=C1C2CC=CCC2C(=O)N1c1ccc(Cc2ccncc2)cc1 (stereo unspecified)
  -1	4
CCOC(=O)c1sc2ncn(CC(=O)NCC3CCCO3)c(=O)c2c1C (stereo unspecified)
  0	0
CCS(=O)(=O)CCn1c([N+](=O)[O-])cnc1C
  -3	-2
CC(=O)C(C(C)=O)c1c(Cl)c(O)c(O)c2c(C(=O)c3ccccc3)coc12
  -13	-28
Cc1c(C(=O)O)oc2ccc(S(=O)(=O)N3CC(C)CC(C)C3)cc12 (stereo unspecified)
  -1	25
COCCn1c(=O)[nH]c2cc(C(=O)NC(C)C)ccc2c1=O
  0	-5
COc1ccc(NC(=O)c2cc(CC(C)C)on2)cc1OC
  2	13
Cc1cccn2c(=O)c3cc(C(=O)NCCCN4CCCC4=O)n(C)c3nc12
  -4	-10
COC(=O)c1ccc2ncccc2c1
  -1	-19
CCn1c(N)c(C(=O)NC)sc1=S
  -11	-24
S=c1[nH]nc(Cc2ccccc2)n1-c1ccccc1
  -1	-8
Cc1cc(C)c(C#N)c(SCS(=O)c2ccc(C(C)(C)C)cc2)n1 (stereo unspecified)
  -1	-4
O=C(c1cc(-c2cccs2)on1)N1CCCc2ccccc21
  4	17
CC(=O)Nc1ccccc1OCc1nnc(-c2cccs2)o1
  1	55
CCOC(=O)c1ccc(Nc2nnc(C(C)(C)C)c(=O)[nH]2)cc1
  -4	-22
COC(=O)c1ccc(NC(=O)C2CCCN2S(=O)(=O)c2ccc(C)cc2)cc1 (stereo unspecified)
  5	21
O=C1NC(Nc2ccccn2)(C(F)(F)F)C(=O)N1c1ccc(F)cc1 (stereo unspecified)
  -1	2
COCCNc1nc(C(C)(C)C)nc2c1nnn2Cc1ccccc1Cl
  -3	-5
O=C(c1cccc(C(=O)N2CCN(c3ncccn3)CC2)c1)N1CCN(c2ncccn2)CC1
  1	9
CNC(=O)N(C1=NCC(C)(C)S1)c1ccc(F)c(Cl)c1
  -4	-9
COc1cccc(Oc2ccc(N)cn2)c1
  0	-8
O=C(Nc1ccccc1C(=O)N1CCOCC1)C1COc2ccccc2O1 (stereo unspecified)
  -1	17
CCn1c(=O)cc(SCC(=O)Nc2ccccc2N2CCN(C)CC2)c2ccccc21
  1	38
CCOC(=O)N1CCC(NC(=O)CC(NS(=O)(=O)c2ccc(C)cc2)c2ccco2)CC1 (stereo unspecified)
  1	13
CCOC(=O)c1cccc(NC(=O)C2CCN(S(=O)(=O)c3cnc[nH]3)CC2)c1
  0	11
CCOc1ccc(NC(=O)COC(=O)Cn2cnnn2)cc1OCC
  -2	-3
CCOc1ccc(S(=O)(=O)N2CCN(c3ccccc3)CC2)c2cccnc12
  -3	-10
COc1ccc2c(c1)CCc1c(C(=O)NCc3ccco3)noc1-2
  -2	-12
COc1ccc(-n2c(Cc3cc(=O)[nH]c(=O)[nH]3)nnc2SCC(=O)Nc2ccccc2)cc1
  -2	-3
O=C(CSc1nc2ccccc2c(=O)n1CCCC(=O)N1CCCC1)NCc1ccco1
  2	-2
COc1ccc(NC(=O)C23CCC(C)(C(=O)C2)C3(C)C)cc1 (stereo unspecified)
  -1	-3
CC(=O)N1CCc2cc(S(=O)(=O)NCCC(=O)NC3CCCc4ccccc43)ccc21 (stereo unspecified)
  -4	-9
CC1CC(C)CN(C(=O)Cn2c(=O)n(CCCCC(=O)NC3CCCC3)c(=O)c3ccccc32)C1 (stereo unspecified)
  1	5
CC1(C(=O)NC2CCCC2)CCC(=O)N1Cc1ccccc1 (stereo unspecified)
  -1	0
COc1ccc(CCNC(=O)CCN2C(=O)C3CC=CCC3C2=O)cc1OC (stereo unspecified)
  -1	0
CCCNc1nc2c(c(=O)n(C)c(=O)n2C)n1Cc1cccc(C)c1
  1	4
CCSc1nnc(Cn2c(=O)sc3ccccc32)n1-c1ccccc1C
  0	22

# The listing continues:
# Values run as follows: QS inhibitor	QS inhibitor GFP MFI %
COC(=O)c1cc2occc2n1CC(=O)Nc1ccc(C)cc1C
  0	6
Cc1ccc(S(=O)(=O)C(C#N)c2nc3ccccc3nc2N2CCCCC2)cc1 (stereo unspecified)
  -5	-1
CCCCS(=O)(=O)/C=C\C=C/S(=O)(=O)CCCC
  0	4
COc1ccccc1NS(=O)(=O)CC12CCC(CC1=O)C2(C)C (stereo unspecified)
  19	23
CC1(C)CC(=O)CC(C2(O)C(=O)N(Cc3ccccc3)c3ccccc32)O1 (stereo unspecified)
  0	7
c1ccc(Cn2nnnc2CN2CCN(c3ncccn3)CC2)cc1
  -1	14
Cc1cc(NC(=O)CSc2nc3c(c(-c4cccnc4)c2C#N)CCC3)no1
  1	-11
CN(C)CCNC(=O)c1ccc(CS(=O)(=O)c2c(Cl)cccc2Cl)o1
  -2	1
Cn1nc(CC(=O)Nc2ccc3c(c2)OCCO3)c2ccccc2c1=O
  -3	-12
CCOC(=O)N1CCN(C(=O)C2CCCN(c3nc4ccc(OCC)cc4s3)C2)CC1 (stereo unspecified)
  0	0
COC(=O)C1=C(C)NC(C)=C(C(=O)OC)C1C(=O)OC1CCCCC1=O (stereo unspecified)
  -1	-5
CCOC(=O)N1CCC(N2C(=O)c3cc(C(=O)NC4CCCCC4)ccc3C2O)CC1 (stereo unspecified)
  -4	-16
Cc1ccc(-n2c(N)c(C(N)=O)sc2=S)cc1
  -6	-19
CCC(=O)Nc1c(C(=O)Nc2cccc(OC)c2)oc2ccccc12
  11	29
CCOc1ccc(C2CC(c3ccccc3C)n3ncnc3N2)cc1 (stereo unspecified)
  0	2
O=C(c1ccco1)N1CCN(/C(=N/S(=O)(=O)c2cccs2)c2ccccc2Cl)CC1
  -2	3
Cc1nc2cc(Cl)ccc2n1CCO
  -1	3
Cc1ccc(-c2noc(CCC(=O)NCC3CCN(Cc4cccc(C)c4)CC3)n2)cc1
  0	1
CCOC(=O)c1c(C)n(C)c2ccc(OCC(O)CN3CCCCCC3)cc12 (stereo unspecified)
  -1	-4
COCCCNC(=O)Cn1cc2c(n1)CCCCC2
  0	-2
CCOC(=O)C1CCCN(S(=O)(=O)c2cc(Br)cc3c2N(C(=O)C2CC2)CC3)C1 (stereo unspecified)
  -5	-48
CC(C)CN(C(=O)c1ccc(=O)n(C)n1)c1nc2ccccc2s1
  -6	-15
CC1CCCCN1S(=O)(=O)c1coc(C(N)=O)c1 (stereo unspecified)
  -9	-37
CCOc1ccc(NC(=O)CCN2CCN(c3ccccc3)CC2)cc1
  0	-8
O=Nc1c2nc3ccccc3n(O)c-2c2ccccc12
  -2	10
Cc1ccc(S(=O)(=O)Cc2ccc(C(=O)N3CCN(c4ccccn4)CC3)o2)cc1
  2	12
CC1CCCN(C(=O)c2ccc3c(c2)C(=O)N(CCC2=CCCCC2)C3=O)C1 (stereo unspecified)
  9	33
COC(=O)c1ccc2c(c1)NC(=O)C(N1CCOCC1)S2 (stereo unspecified)
  -2	10
Cc1cccc(C(CC(=O)N2CCCC2)c2ccccc2)c1O (stereo unspecified)
  -8	-74
CCOCCCNC(=O)C(c1ccc(OC)cc1)N(Cc1ccc2c(c1)OCO2)C(=O)CNC(C)=O (stereo unspecified)
  5	17
Cc1ccc2oc(=O)c3cnn(CC(=O)N4CCCCC4C)c3c2c1 (stereo unspecified)
  -1	-4
CCC(C)NC(=O)CSc1nc2ccccc2c(=O)n1CCCC(=O)NCC1CCCO1 (stereo unspecified)
  -3	-2
COCc1nnc(SCC(=O)NC(C)c2ccccc2)n1-c1ccccc1 (stereo unspecified)
  3	6
COC(=O)c1c(NC(=O)CSc2nc(-c3ccco3)cc(C(F)(F)F)n2)sc2c1CCCC2
  -1	-4
OCCN(CC(O)Cn1ccc2ccccc21)CC(O)Cn1ccc2ccccc21 (stereo unspecified)
  -2	-11
COc1ccc(-c2nc(CS(=O)CC(=O)NCCCN3CCCC3)c(C)o2)cc1OC (stereo unspecified)
  -2	-1
CCn1cc(C(=O)NCCCOC)c(=O)c2cc(S(=O)(=O)N(C)C3CCCCC3)ccc21
  0	-2
O=C(CSc1ccc2nnc(-c3ccc(F)cc3)n2n1)N1CCCCC1
  0	24
CCc1ccc(N/C(SC)=C(/C#N)C(N)=O)cc1
  -4	-24
CCOC(=O)COc1ccc(S(=O)(=O)Nc2ccc3c(c2)OCO3)cc1
  -1	2
CCCC(=O)NCCc1nc2ccccc2n1C
  -2	-17
COC(=O)c1cn(NC(=O)CC2CCCCC2)c(=O)c2ccccc12
  6	25
CCCc1nc(N2CCOCC2)c(C#N)c2c1CCCC2
  0	1

# Retrieved by compound from the list above (two):
# Values run as follows: QS inhibitor	QS inhibitor GFP MFI %
CCn1cc(C(=O)NCCCOC)c(=O)c2cc(S(=O)(=O)N(C)C3CCCCC3)ccc21
  0	-2
O=C(CSc1ccc2nnc(-c3ccc(F)cc3)n2n1)N1CCCCC1
  0	24
